proCasp3 act – activators of human procaspase-3 D3A mutant, primary screen, biochemical, absorbance, PC-3 D3A mutant, single concentration | Caspase-3 (Homo sapiens), P42574 | recombinant procaspase-3 D3A, Ac-DEVD-pNA absorbance 405 nm | activation, % at 8.5 µM | 330,000 tested, 0.11% active | AID 463141, 2010;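 active means activation above the mean of all tested compounds plus 3 SD, cut at about 21% in these data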;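 further: 0% = DMSO alone and 100% = DMSO wells spiked with extra 5 µM PC-3 D3A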
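Assay system – Procaspase-3 D3A mutant, all three cleavage aspartates alanine · Controls – DMSO-only low control, 5 µM PC-3 D3A high control · Schedule – 1 h compound preincubation, 2 h substrate hydrolysis at 25 °C · Signal – 405 nm absorbance of p-nitroaniline, reads at 0 and 120 min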
ZTA counter – blocks Epstein-Barr virus ZTA, an EBNA-1 counter-screen. P03206. ZTA-DNA binding, fluorescence polarization. inhibition, % at 11 µM. 320,000 tested, 0.15% active. AID 2234; in the data active means inhibition above about 33%
RPL19A TOR yeast – RPL19A-GFP expression modulators in yeast, primary screen, cell-based, S. cerevisiae, multiplex flow cytometry, MLPCN; S. cerevisiae RPL19A-GFP strain, 3 h; hits give low values; 330,000 tested, 0.3% active; AID 2025, 2009; percent response vs DMSO, % at 10 µM;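 active means percent response vs DMSO below 50%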;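 further: median channel GFP fluorescence of the barcoded RPL19A-GFP strain; ratio of sample median GFP to plate DMSO average so 100% = DMSO; lower means less RPL19A-GFP as with rapamycin TOR inhibition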
EBNA-1 inh – EBNA-1 DNA-binding inhibitors, primary screen, biochemical, fluorescence polarization; 300,000 tested, 0.34% active; inhibition, % at 14.8 µM; AID 1950, 2009; in the data active means inhibition above about 28%
AHR activator – AHR activators, primary screen, cell-based, luminescence, luciferase reporter, human; activation, % at 5 µM; AHR-responsive luciferase reporter cells; AID 2796, 2010; Aryl hydrocarbon receptor (Homo sapiens), P35869; 320,000 tested, 2.5% active; in the data active means activation above about 47%;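 further: 0% = vehicle wells and 100% = reference agonist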
procasp7 counter – procaspase-7 activators, primary screen, counter-screen for procaspase-3 activator project, biochemical, absorbance, HTS, human; AID 463210, 2010; recombinant procaspase-7, Ac-DEVD-pNA absorbance 405 nm; D23A/D198A/D206A triple mutant, cannot self-cleave; scale: DMSO 0, 5 µM enzyme 100; 330,000 tested, 0.093% active; Caspase-7 (Homo sapiens), P55210; activation, % at 8.5 µM;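 active means percent activation above the screen-wide mean plus 3 SD, cut at about 25% in these data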
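System: Procaspase-7 triple mutant (PC-7 D3A); measure: % activation from two-timepoint absorbance difference, scaled to controls; times: 1 h compound preincubation, 2 h substrate cleavage, 25 °C; also added: Ac-DEVD-pNA substrate, 400 µM as added; measured by: Epi-absorbance of released pNA at 405 nm, two timepoints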
LAP4 TOR yeast – modulators of LAP4-GFP expression in yeast, primary screen, S. cerevisiae, multiplex flow cytometry, MLPCN library. 3 h; median GFP as percent of DMSO wells. GFP response vs DMSO, % at 10 µM. 320,000 tested, 0.34% active. AID 2023, 2009;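 active means GFP response vs DMSO above a set limit, about the screen mean plus 3 SD, cut at about 150% in these data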
MEP2-GFP yeast – modulators of MEP2-GFP levels in yeast, primary screen, S. cerevisiae, multiplex flow cytometry, MLPCN library. S. cerevisiae MEP2-GFP strain, 3 h; 100% = DMSO control level. GFP response vs DMSO, % at 10 µM. 330,000 tested, 0.51% active. AID 2016, 2009;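 active means GFP response versus DMSO above a set limit, roughly screen mean plus 3 SD, cut at about 180% in these data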;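 further: median GFP fluorescence of the barcode-gated MEP2-GFP cells per well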
The depositor's hits bear a star; nt = not tested or not shown. An unsorted share of the library; 3.8% or so of the library scored in one or more.

1. CC(C)NC(=O)c1cccc(Cn2cc(Cl)cn2)c1
2. COc1ccccc1NC(=S)Nc1ccccc1F
3. O=C(CN(C(=O)c1csnn1)c1cccc(Cl)c1)NCCc1ccccc1
4. CC(C)NC(=O)NC(=O)COC(=O)/C=C/c1ccc2c(c1)OCO2
5. C/C(=N/NC(=O)CN1CCN(S(=O)(=O)c2ccc(Br)cc2)CC1)c1ccco1
6. CC(C)NC(=S)Nc1ccc2[nH]c(=O)[nH]c2c1
7. O=C(NC1CCN(C(=S)Nc2ccc(Cl)cc2)CC1)c1ccco1
8. COc1ccc(CN(C)C(=S)Nc2ccc(OC(F)F)cc2)cc1

Compound	1	2	3	4	5	6	7	8
proCasp3 act	-2	5	-1	3	2	-5	2	4
ZTA counter	-13	-8	-6	-15	24	-37	3	-2
RPL19A TOR yeast	107	91	97	104	104	105	100	96
EBNA-1 inh	3	1	-16	3	7	1	-4	-5
AHR activator	-2	-1	2	2	3	0	-1	1
procasp7 counter	-2	0	5	3	0	-1	-17	0
LAP4 TOR yeast	85	95	86	107	96	115	97	114
MEP2-GFP yeast	114	100	93	101	100	104	100	91

Molecules from the list above with a Cl atom, in the order listed:
1. CC(C)NC(=O)c1cccc(Cn2cc(Cl)cn2)c1
3. O=C(CN(C(=O)c1csnn1)c1cccc(Cl)c1)NCCc1ccccc1
7. O=C(NC1CCN(C(=S)Nc2ccc(Cl)cc2)CC1)c1ccco1

Compound	1	3	7
proCasp3 act	-2	-1	2
ZTA counter	-13	-6	3
RPL19A TOR yeast	107	97	100
EBNA-1 inh	3	-16	-4
AHR activator	-2	2	-1
procasp7 counter	-2	5	-17
LAP4 TOR yeast	85	86	97
MEP2-GFP yeast	114	93	100

New compounds follow:
9. COc1cccc(/C=C2/NC(=O)NC2=O)c1OCC(=O)Nc1ccccc1
10. Cc1ccc(-c2noc(-c3ccccc3C(=O)NCc3ccco3)n2)cc1
11. COc1ccc([N+](=O)[O-])cc1N(CC(=O)N(C)C)S(C)(=O)=O
12. COc1ccc(-c2cc(C)no2)cc1S(=O)(=O)N(C)c1ccc(C)c(C)c1
13. CC(=O)c1ccc(OC(=O)N2CCOCC2)cc1
14. CCC(=O)N1N=C(c2ccc(C)cc2)CC1c1ccco1 (stereo not given)
15. Cc1[nH]n(C(C)(C)C)c(=O)c1Sc1ccc(Cl)cc1
16. Cc1nc(NS(=O)(=O)c2ccccc2)sc1NC(=O)OC(C)C

Compound	9	10	11	12	13	14	15	16
proCasp3 act	5	7	8	7	0	6	0	-9
ZTA counter	-8	7	5	-1	6	6	-5	-1
RPL19A TOR yeast	103	92	97	100	98	94	107	95
EBNA-1 inh	-4	-2	-7	-1	-7	-2	4	-5
AHR activator	13	14	0	-2	0	-3	0	1
procasp7 counter	6	5	-5	5	-1	2	-2	-7
LAP4 TOR yeast	100	116	98	107	105	112	99	93
MEP2-GFP yeast	102	91	99	97	99	97	106	99

Single values from above.
For LAP4 TOR yeast, COc1cccc(/C=C2/NC(=O)NC2=O)c1OCC(=O)Nc1ccccc1 is entered as 100
For EBNA-1 inh, Cc1nc(NS(=O)(=O)c2ccccc2)sc1NC(=O)OC(C)C is entered as -5

(list continues)
17. CCOC(=O)CSC1=C(C#N)C(c2sccc2C)CC(=O)N1 (stereo not given)
18. Cn1nnnc1SCC(=O)NCc1ccccc1
19. O=C(NC(=S)Nc1ccccc1)C1CCCCC1
20. CCOc1cc(C)nc(N2CCCC(C(=O)NCc3ccccc3F)C2)n1 (stereo not given)
21. CC1(CCc2ccccc2)NC(=O)N(CC(=O)Nc2ccc3c(c2)OCCO3)C1=O (stereo not given)
22. CCOc1ccc(/C=C(/NC(=O)c2ccc(Cl)cc2)C(=O)O)cc1OCC
23. c1ccc(CNc2nc3ccccc3n3cnnc23)nc1
24. Cc1cccc(OCC(=O)Nc2ccc(N3CCN(C(=O)c4ccco4)CC3)cc2)c1

Compound	17	18	19	20	21	22	23	24
proCasp3 act	2	6	3	6	8	-4	3	7
ZTA counter	2	-5	5	-18	1	7	-16	4
RPL19A TOR yeast	83	100	92	91	109	100	99	100
EBNA-1 inh	-4	-12	-6	3	7	-10	-2	13
AHR activator	3	2	-2	11	-1	-2	50*	1
procasp7 counter	-1	11	-9	-2	5	0	13	-1
LAP4 TOR yeast	123	97	104	91	98	93	94	107
MEP2-GFP yeast	100	96	91	90	113	99	104	113

25. COc1ccc(/C=N/N2CCN(c3ccc(Cl)cc3)CC2)cc1
26. COc1ccc(C(=O)N2CCN=C2SC)cc1OC
27. Cc1ccccc1NC(=O)c1c(-c2ccccc2)noc1C
28. CCc1ccc2cccc3c2c1N=CN3C
29. COc1ccc(-c2c(C)oc3c(CN4CCN(CCO)CC4)c(O)ccc3c2=O)cc1OC
30. CCOc1cccc(/C(O)=C2/C(=O)C(=O)N(CCOC)C2c2ccc(C)o2)c1 (stereo not given)
31. O=C(Nc1ccc(NC(=O)c2cccs2)cc1)c1ccc2c(c1)OCCO2
32. Cc1nnc(NN2CCOCC2)[nH]c1=O

Compound	25	26	27	28	29	30	31	32
proCasp3 act	-5	-3	2	-10	2	-13	0	-54
ZTA counter	-6	1	-20	-16	-7	21	22	-14
RPL19A TOR yeast	101	98	100	100	93	93	102	93
EBNA-1 inh	-2	2	6	7	1	22	3	-11
AHR activator	-1	13	1	9	-1	1	-14	0
procasp7 counter	-5	8	6	-28	7	-43	-5	14
LAP4 TOR yeast	88	94	102	99	95	96	107	95
MEP2-GFP yeast	102	98	105	96	97	91	107	95

33. Cc1ccc(C)c(S(=O)(=O)N2CCN(C(=O)CSC(=S)N3CCCC3)CC2)c1
34. Cc1cc(C)n2nc(C(=O)NCc3ccco3)cc2n1
35. O=C(Cn1ccc2ccccc2c1=O)NCCC(=O)N1CCN(c2cccc(Cl)c2)CC1
36. O=C(COC(=O)c1nc(Cl)ccc1Cl)NCc1ccc(Cl)cc1
37. CCCc1nc2cc(CC(=O)OC)ccc2o1
38. O=C(Cc1ccccc1)N1CCN(C(=O)c2cccs2)CC1
39. c1ccc(-c2nc3nc4ccccc4nc3n2Cc2ccco2)cc1
40. Cc1ccc2nc(SCC(=O)NCc3ccco3)c(C)cc2c1

Compound	33	34	35	36	37	38	39	40
proCasp3 act	-2	-3	-6	12	0	-5	-27	-11
ZTA counter	2	7	-8	6	-16	10	-14	-6
RPL19A TOR yeast	94	99	95	104	97	109	98	102
EBNA-1 inh	-2	2	-12	nt	-10	6	-8	11
AHR activator	1	2	-2	3	0	1	99*	4
procasp7 counter	5	-4	4	8	5	4	-25	-28
LAP4 TOR yeast	105	114	91	114	104	103	108	114
MEP2-GFP yeast	108	106	93	105	102	105	98	89

41. CNC(=O)CSc1nnc(C(C)C)n1C
42. CCOC(=O)C(C)(C)N(Cc1cccc(C)c1)S(=O)(=O)c1ccc(Cl)c([N+](=O)[O-])c1
43. O=c1c2ccccc2nc(/C=C/c2ccc(O)cc2)n1CCc1ccccc1
44. CN1CCN(C(=O)c2cc(=O)c3cc(Cl)ccc3o2)CC1
45. CC1CCCCN1S(=O)(=O)c1ccc(NC(=O)c2ccco2)cc1 (stereo not given)
46. CNC(=O)c1ccsc1NC(=O)CCS(=O)(=O)c1ccccc1
47. CCOc1ccc(Cl)cc1/C=N/NC(=O)CNC(=O)c1ccccc1
48. Cn1c(CN2CCCC2)nc2cc(NC(=O)COc3ccc([N+](=O)[O-])cc3)ccc21

Compound	41	42	43	44	45	46	47	48
proCasp3 act	14	-2	-7	2	1	-2	-3	0
ZTA counter	9	-12	10	0	-3	1	-8	-7
RPL19A TOR yeast	97	105	106	101	100	103	109	104
EBNA-1 inh	-1	11	1	13	4	-5	-10	12
AHR activator	-2	1	72*	1	1	1	12	5
procasp7 counter	-4	2	-3	-4	-3	10	-2	9
LAP4 TOR yeast	96	91	90	90	96	97	97	95
MEP2-GFP yeast	94	102	83	103	102	98	110	108

49. CCOc1ccc(S(=O)(=O)NCCC(=O)NCCc2ccc(C(C)C)cc2)cc1
50. Cc1ccc(OCC(=O)NC(=S)Nc2cccc(NC(=O)c3ccccc3)c2)cc1
51. COc1ccccc1C(=O)NCCC(=O)NCC(c1ccco1)N1CCCCC1 (stereo not given)
52. COc1ccc(C(CNC(=O)Cn2[nH]c(=O)c3ccccc3c2=O)N2CCCC2)cc1 (stereo not given)
53. COc1cc2nc(-c3cccs3)oc(=O)c2cc1OC
54. O=C(Cc1ccc([N+](=O)[O-])cc1)OCc1ccc([N+](=O)[O-])cc1
55. COc1cccc(C(C(=O)NCC2CCCO2)N(CC2CCCO2)C(=O)CN2C(=O)c3ccccc3S2(=O)=O)c1 (stereo not given)
56. CC(=O)c1ccc(OCc2cc(C(=O)N3CCN4CCCC4C3)no2)cc1 (stereo not given)
57. CC(C)c1ccccc1N=C1SCCCN1C(=O)c1cccc(N2C(=O)CCC2=O)c1
58. NC(=O)C1(N2CCCCC2)CCN(C(=O)c2ccc(-n3cnnn3)cc2)CC1

Compound	49	50	51	52	53	54	55	56	57	58
proCasp3 act	5	-1	18	5	1	4	6	5	5	-4
ZTA counter	6	14	6	-18	3	-4	2	0	-5	4
RPL19A TOR yeast	99	104	94	99	97	93	101	105	90	95
EBNA-1 inh	-19	29*	-3	-3	2	-9	4	5	-21	1
AHR activator	0	2	2	4	1	1	1	-3	16	9
procasp7 counter	7	6	10	10	5	9	-1	-5	3	2
LAP4 TOR yeast	106	101	104	101	103	96	99	86	100	94
MEP2-GFP yeast	104	101	96	101	101	94	112	112	87	98

Screening results (PubChem BioAssay)
